# Bioassay records (PubChem BioAssay)
# GALK inh: qHTS Assay for Inhibitors of Human Galactokinase (GALK); Purified GALK, Kinase-Glo residual ATP luminescence; actives 0.007% (n = 270,000); P51570; Potency, µM (titrated, usually from 57.5 µM), without a hit: at the top dose activity change, negative = inhibition, actives largely listed as inhibitors; further: potency means the concentration at half of the fitted maximal effect; on the % scale 0 is the no-effect control and ±100 the full control effect
#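 The enzyme phosphorylates galactose (100 uM) using ATP (35 uM); inhibition is detected as higher residual ATP, quantified by bioluminescence after 1 h reaction at room temperature, pH 8.0.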
# TRPV1 ag: HTS Assay for Compounds that Act as Agonists of the Vanilloid Receptor 1; AID 540275, 2011; activation, % at 8.33 µM; TRPV1-expressing cells, Fluo-8 calcium influx, agonist mode; Transient receptor potential cation channel subfamily V member 1 (Homo sapiens), Q8NER1; actives 0.19% (n = 320,000); in the data active means activation above about 80%; inconclusive means between about 30% and that limit; further: 0% is about no effect
#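 Cells expressing TRPV1 were dye-loaded with Fluo-8 and read kinetically: 10 s baseline, 3 min after compound (agonist portion), then 2 min after EC20 capsaicin (allosteric enhancer portion). Calcium-bound dye fluorescence at 480/520 nm.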
# MLL CXXC-DNA inh: qHTS Fluorescence Polarization Assay for Inhibitors of MLL CXXC domain - DNA interaction | Potency, µM (top dose mostly 115 µM), without a hit: top-dose activity change, negative = inhibition, most hits filed as inhibitors | MLL-CXXC / FITC-HOXA9 DNA fluorescence polarization | actives 0.037% (n = 290,000); active means well fitted inhibition curve with a large enough effect in the polarisation, with a control signal flat, not every such curve was filed as active; inconclusive means small, poorly fitted or top-dose-only effect, or effect the other way, or a change in a side signal; inactive means no such curve, though single readings can be large or run the other way; the % refers to the polarisation; further: potency means the concentration at half of the fitted maximal effect
#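 Steps: dispense CXXC domain solution (7 uM) → pin compounds or unlabeled HOX-A9 DNA control → 5 min ambient → add FLSN-HOX-A9 solution (50 nM) → spin → 30 min ambient → fluorescence polarization. Tris pH 7.5/NaCl/DTT/BSA buffer.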
# hERG WT inh: qHTS for Inhibitors of KCHN2 3.1: Wildtype qHTS; U2OS, BacMam KCNH2, thallium flux FluxOr; active compounds read low; activity change, % at 1.84 µM; actives 0.37% (n = 340,000); AID 720551, 2013;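 active means maximum activity change below -70%; inconclusive means maximum activity change between -70% and -50%; inactive means maximum activity change above -50%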; further: on the % scale 0 is the no-effect control and ±100 the full control effect
# Target sequence (Q12809 whole entry, looked up): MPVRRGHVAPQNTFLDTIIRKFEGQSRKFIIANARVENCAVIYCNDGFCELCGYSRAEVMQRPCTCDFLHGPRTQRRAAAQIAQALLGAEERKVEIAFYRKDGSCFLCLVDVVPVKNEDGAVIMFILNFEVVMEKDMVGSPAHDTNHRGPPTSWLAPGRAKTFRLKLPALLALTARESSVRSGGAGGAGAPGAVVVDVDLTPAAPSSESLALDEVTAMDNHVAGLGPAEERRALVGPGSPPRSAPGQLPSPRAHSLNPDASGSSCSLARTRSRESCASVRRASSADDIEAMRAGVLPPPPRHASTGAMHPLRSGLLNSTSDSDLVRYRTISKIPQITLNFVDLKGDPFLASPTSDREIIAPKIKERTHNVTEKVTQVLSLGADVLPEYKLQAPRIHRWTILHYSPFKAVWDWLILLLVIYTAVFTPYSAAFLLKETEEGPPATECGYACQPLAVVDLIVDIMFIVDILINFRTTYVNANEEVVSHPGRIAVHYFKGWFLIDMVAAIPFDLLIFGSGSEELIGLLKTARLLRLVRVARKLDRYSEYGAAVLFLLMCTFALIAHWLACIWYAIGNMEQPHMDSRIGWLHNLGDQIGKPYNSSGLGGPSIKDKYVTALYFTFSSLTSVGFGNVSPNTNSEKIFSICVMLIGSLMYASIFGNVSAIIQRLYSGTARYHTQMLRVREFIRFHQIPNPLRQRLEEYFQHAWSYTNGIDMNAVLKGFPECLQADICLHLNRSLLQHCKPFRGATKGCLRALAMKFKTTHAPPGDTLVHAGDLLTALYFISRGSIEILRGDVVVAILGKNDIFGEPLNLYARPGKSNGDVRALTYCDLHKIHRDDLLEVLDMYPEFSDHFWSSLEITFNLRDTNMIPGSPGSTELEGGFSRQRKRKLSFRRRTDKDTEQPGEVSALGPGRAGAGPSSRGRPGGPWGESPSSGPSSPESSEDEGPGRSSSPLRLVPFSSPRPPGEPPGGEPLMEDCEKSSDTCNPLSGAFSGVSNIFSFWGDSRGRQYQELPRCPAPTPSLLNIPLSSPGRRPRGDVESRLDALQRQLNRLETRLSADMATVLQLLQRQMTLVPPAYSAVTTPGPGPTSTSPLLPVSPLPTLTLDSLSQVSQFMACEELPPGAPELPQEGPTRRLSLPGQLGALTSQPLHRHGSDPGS
#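 U2OS cells transduced with wild-type KCNH2 virus are loaded with FluxOr dye for 45 min, and thallium flux is measured in kinetic reads before and after stimulation buffer. Rate constants are normalized to DMSO controls.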
# Coupling enz: qHTS Assay for Inhibitors of Fructose-1,6-bisphosphate Aldolase from Giardia Lamblia: Coupling assay counterscreen; coupling enzyme system counterscreen, AmpLite Red fluorescence; activity change, negative = inhibition, % at 58.2 µM, hits read low; AID 2472, 2010; actives 0.67% (n = 290,000); in the data active means activity change below about -30%; further: on the % scale 0 is the no-effect control and ±100 the full control effect
#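 Fluorescence at 525 nm excitation and 598 nm emission measured inhibition of the coupled detection system without aldolase. Compounds (at 57.5 uM final) were preincubated 10 min at room temperature with coupling enzyme reagent before a 20 min substrate/AmpLite Red step.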
# AT treatment: qHTS Assay for Identifying a Potential Treatment of Ataxia-Telangiectasia; […] A-T fibroblasts, KAP-1 phosphorylation AlphaLISA; neocarzinostatin DNA damage 30 min before lysis; Potency, µM (titrated, usually from 57.5 µM), without a hit: at the highest dose activation, actives largely listed as activators; actives 0.19% (n = 320,000); further: potency means the concentration at half of the fitted maximal effect; % of control where 0% means no effect; nearly all actives have a fitted effect of over 45% in size
#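 ATM-like activity read as KAP-1 phosphorylation via AlphaLISA donor/acceptor antibody pairs after lysis and 6 hr at 25C. Cells were ATM-null patient fibroblasts ([…], hTERT), dosed 60 min, then exposed to the DSB inducer NCS for 30 min.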
# KCNH2 3.1 block: qHTS for Inhibitors of KCHN2 3.1: Mutant qHTS. U2OS KCNH2 3.1, thallium flux FluxOr; active compounds read low. activity change, % (tested at about 1.8 µM). actives 0.95% (n = 340,000). AID 720553, 2013;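 active means maximum activity change below -70%; inconclusive means maximum activity change from -70% to -50%; inactive means maximum activity change above -50%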;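 further: thallium influx rate constant from kinetic fluorescence after stimulation buffer; on the % scale 0 is the no-effect control and ±100 the full control effect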
#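 FluxOr-based Tl+ influx in U2OS cells transduced with KCNH2 3.1 virus; rate constants normalized to DMSO controls.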
# MBNL1 CUG block: qHTS Assay for Inhibitors of MBNL1-poly(CUG) RNA binding. Muscleblind-like protein 1 (Homo sapiens), Q9NR56. TR-FRET MBNL1-His/biotin-(CUG)12 binding, 665/545 ratio. Potency, µM (top dose mostly 57.5 µM), without a hit: at the highest dose activity change, negative = inhibition, actives largely listed as inhibitors. actives 0.036% (n = 280,000). AID 2675, 2010; active means well fitted inhibition curve with a large enough effect in the signal ratio, with a control signal flat, not every such curve was filed as active; inconclusive means small, poorly fitted or top-dose-only effect, or effect the other way, or a change in a side signal; inactive means no such curve, though single readings can be large or run the other way; the % refers to the signal ratio; further: potency means the concentration at half of the fitted maximal effect; on the % scale 0 is the no-effect control and ±100 the full control effect
#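 TR-FRET between His-tagged MBNL1 and biotin-(CUG)12 RNA, detected with Tb anti-His antibody (0.055 ng/ul) and streptavidin-XL665 (5 nM), 60 min at room temperature. Compounds titrated 92 nM to 58 uM; 665/545 nm ratio normalized to buffer and complex controls.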
# S-ASM inh: Inhibitors of Secretory Acid Sphingomyelinase (S-ASM): qHTS. AID 504937, 2011. Potency, µM (titrated, usually from 57.5 µM), without a hit: at the top dose activity change, negative = inhibition, actives largely listed as inhibitors. actives 0.006% (n = 340,000). placental ASM, HMU-PC fluorogenic substrate, 60 min. Sphingomyelin phosphodiesterase (Homo sapiens), P17405; further: potency means the concentration at half of the fitted maximal effect
#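 Fluorogenic HMU-PC substrate (9 uM final) is turned over by placental ASM in 60 min at 37 C after a 10 min compound preincubation. Reaction ended by alkaline stop (pH 10), with fluorescence read at 386/447 nm.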
# a7 integrin act: qHTS for Activators of Integrin-Mediated Alleviation for Muscular Dystrophy; alpha7betagal myoblasts, beta-gal FDG fluorescence, 48 h; Potency, µM (series often up to 38.3 µM), for inactives: top-dose activation, usual class: activators; actives 0.064% (n = 350,000); AID 624291, 2012;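 further: potency means the concentration at half of the fitted maximal effect; 100% = response of the positive control SU9516; nearly all actives have a fitted effect of over 60% in size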
#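 alpha7betagal+/- myoblasts (passage 13, 250/well) treated 48 h at 37C with compounds at 1:260 dilution of DMSO stock. Lysed, then beta-galactosidase activity read as FDG fluorescence (ex 480/em 540) after 30 min, with pre-read for autofluorescence.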
# * hit, by the source's call; ? = inconclusive; · = not tested or not shown; & = joins results of further samples; [ ] = remark or other dose. Unless noted, the call rests on the fitted dose curve; in most records, active means well fitted curve in the direction sought with a large enough effect; inconclusive means small, poorly fitted or top-dose-only effect, or another doubt; inactive means no such curve, though single readings can be large; an effect the other way counts as inactive or inconclusive.
SMILES,GALK inh,TRPV1 ag,MLL CXXC-DNA inh,hERG WT inh,Coupling enz,AT treatment,KCNH2 3.1 block,MBNL1 CUG block,S-ASM inh,a7 integrin act
O=C(C/C=N/OCc1c(Cl)cccc1Cl)c1ccccc1,-2%,7,2%,-2,-3,8%,-4,-9%,-3%,0%
CCOc1ccc(S(=O)(=O)NCCC(=O)N2CCCN(C)CC2)cc1,-7%,-3,-8%,-2,·,0%,-3,-6%,7%,14%
C=C(C)Cn1c(N2CCN(CC)CC2)nc2c1c(=O)[nH]c(=O)n2C,0%,-1,2%,1,0,-6%,4,-5%,0%,19%
CC(C)CNS(=O)(=O)c1cc(C(=O)O)c(Cl)cc1Cl,-1%,2,0%,-31,18,?,-5,-1%,1%,-14%
COc1cc2c(cc1OC)C(CC#N)=NC(C)(C)C2,0%,8,-1%,-6,-2,·,·,1%,2%,16%
COc1ccc2ccc(Oc3ncccn3)cc2c1,-4%,2,-5%,10,2,3%,-6,0%,4%,-18%
Cc1ccc(N(CC(=O)NC2CCCCC2)S(=O)(=O)c2c(C)nn(C)c2C)cc1,-1%,-1,-5%,-8,2,5%,8,-9%,0%,10%
CCn1c(COc2ccc(C)cc2)nnc1SCC(=O)Nc1cc(OC)ccc1OC,-6%,1,-11%,-7,-3,11%,-13,-5%,-7%,20%
S=C(N/N=C/c1ccc2c(c1)OCO2)NC1CC2CCC1C2 (stereo not given),-1%,14,12%,-5,1,-1%,-4,-4%,-9%,-20%
Cc1ccc(N(C(=O)c2csnn2)C(C(=O)NC2CCCCC2)c2ccccn2)cc1 (stereo not given),-2%,5,5%,-6,3,-1%,1,-1%,13%,-27%
CNc1c2cccc(C)c2nc2c(C(=O)NCCN(C)C)cccc12,·,·,·,-10,·,·,3,·,55%[activator],-60%[inhibitor]
CCOc1ccc(S(=O)(=O)n2ccnc2)c2ccccc12,3%,-1,-8%,-2,9,-3%,10,13%,6%,25%
O=C(CCCC(=O)N(CC(=O)NC1CCCC1)Cc1ccc(F)cc1)Nc1ccccn1,6%,-1,-2%,14,1,0%,-3,4%,2%,12%
CC(=O)c1ccc(S(=O)(=O)Nc2ccc(C(=O)N(C)CC(=O)Nc3cccc(C)c3C)cc2)cc1,·,1,·,-1,·,-2%,-3,·,-1%,-10%
CCn1c(SCC(=O)N2CCCCCC2)nc2c(c1=O)SCC2,0%,-1,24%,16,·,5%,-9,0%,-1%,-10%
COc1ccc(Nc2oc(-c3ccc(F)cc3)nc2C#N)cc1,·,?,4%,-1,-1,1%,6,32%[activator],16%,-10%
O=C(COC(=O)COc1ccccc1[N+](=O)[O-])NC1CCCC1,3%,-1,3%,-21,6,4%,4,5%,1%,8%
CC1CCc2nc(N)c(C#N)c(-c3cccnc3)c2C1 (stereo not given),1%,5,3%,8,1,3%,10,5%,35%[activator],0%
Cc1ccc(NC(=O)CSc2nnc(-c3cnccn3)n2C)cc1C,0%,2,4%,0,·,2%,-20,-1%,-1%,-4%
CCOC(=O)Cn1nc(-c2ccc(Cl)cc2)cc1N,1%,4,-4%,-1,0,-3%,0,7%,-2%,18%
Cc1cc(=O)[nH]c(=S)[nH]1,-2%,-1,4%&-1%,-9,4&1,13%,-3,-15%,3%,·
NC(=O)c1noc(C(=O)N(CC(=O)NC2CCCC2)Cc2ccc3c(c2)OCO3)c1N,0%,3,13%,-11,3,2%,-14,45%[activator],1%,7%
CCOC(=O)CSc1nc(C)c(C(=O)OCC)s1,0%,2,-6%,7,5,-4%,14,2%,0%,13%
O=C(Nc1cccc(F)c1)c1cc(S(=O)(=O)N2CCC3(CC2)OCCO3)ccc1F,-3%,11,10%,·,-1,-1%,·,-2%,·,·
Nn1c(SCC(=O)NCCc2ccc(S(N)(=O)=O)cc2)nnc1C1CCCCC1,·,·,·,-3,·,-5%,-14,·,-1%,0%
CCN(CC1CCCO1)C(=O)c1cc(COc2ccccc2SC)on1 (stereo not given),9%,10,12%,25,·,12%,·,-3%,4%,0%
CCOC(=O)c1ccc(S(=O)(=O)N2CCC(C(=O)NCC3CCCCC3)CC2)cc1,·,3,·,9,·,3%,-4,·,-1%,6%
CCC1(CCC(C)C)SC(N)=NC1=O (stereo not given),·,·,·,0,·,·,2,·,-1%,39%
CC(C)(C)C(=O)NC(=S)NCc1ccccc1,2%,9,-1%,5,-2,14%,1,4%,2%,19%
CC(C)(C)c1ccc(OCC(=O)NNC(=O)CCc2ccccc2)cc1,3%,6,-8%,-5,2,-4%,14,6%,-1%,5%
CCCCN1C(=O)/C(=c2\sc3nc(=O)c(-c4ccccc4)nn3c2=O)c2ccccc21,-5%,0,-5%,-6,4,3%,5,12%,-4%,17%
CN(C)c1ccc(/C=N/N(Cc2ccccc2)c2ccccc2)cc1,-3%,3,-8%,-7,-1,-11%,-10,7%,1%,2%
CC(=O)NC(C)(CC(=O)c1ccccc1)c1ccccc1 (stereo not given),·,·,·,6,·,·,20,·,5%,-3%
O=C(CCc1ccc(S(=O)(=O)N2CCOCC2)cc1)Nc1c(F)cccc1F,·,·,·,16,·,3%,22,·,2%,-10%
COC(=O)c1cscc1S(=O)(=O)Cc1ccccc1,-1%,0,-11%,2,-4,10%,10,3%,-6%,0%
O=C(Nc1ccccc1Cl)NC1(C(=O)NCC2CCCO2)CCCCC1 (stereo not given),1%,-2,-1%,0,1,-10%,-15,-8%,-1%,-14%
C=CCn1c(SC(C)CC)nc(O)cc1=O (stereo not given),2%,9,3%,0,-5,0%,-12,-10%,1%,9%
CCNc1ccc(S(=O)(=O)C(F)(F)F)cc1NC(=O)C12CCC(CC1)C2,0%,5,9%,7,0,0%,10,-8%,2%,-13%
COC(=O)c1ccccc1Oc1cc(C(F)(F)F)nc(-c2ccccn2)n1,·,·,·,15,·,·,-1,·,4%,-6%
O=C(C1=C[C@H](c2ccccc2)C[C@H](OCCCCO)O1)N1CCN(Cc2ccccc2)CC1,6%,4,-3%,16,2,2%,-4,3%,1%,1%

# Molecules shown so far that have a CF3 group (two):
SMILES,GALK inh,TRPV1 ag,MLL CXXC-DNA inh,hERG WT inh,Coupling enz,AT treatment,KCNH2 3.1 block,MBNL1 CUG block,S-ASM inh,a7 integrin act
CCNc1ccc(S(=O)(=O)C(F)(F)F)cc1NC(=O)C12CCC(CC1)C2,0%,5,9%,7,0,0%,10,-8%,2%,-13%
COC(=O)c1ccccc1Oc1cc(C(F)(F)F)nc(-c2ccccn2)n1,·,·,·,15,·,·,-1,·,4%,-6%

# Next section:
SMILES,GALK inh,TRPV1 ag,MLL CXXC-DNA inh,hERG WT inh,Coupling enz,AT treatment,KCNH2 3.1 block,MBNL1 CUG block,S-ASM inh,a7 integrin act
CSc1cc(-c2ccc(Cl)cc2)n(Cc2ccccc2)c(=O)c1C#N,0%,0,-3%,8,0,5%,18,-8%,-2%,-3%
C=CCN1C(=O)C(CC(=O)O)SC1=Nc1cccc([N+](=O)[O-])c1 (stereo not given),3%,-14,1%,-2,8,13%,-4,?,6%,?
O=C1CN(C(=O)c2c(F)cccc2F)C(c2ccccc2)c2cc(Br)ccc2N1 (stereo not given),·,?,?,3,-3,3%,16,-2%,-7%,36%
Cc1ccc(NC(=O)c2cc(-c3ccc4c(c3)OCO4)on2)cc1C,8%,0,0%,-8,3,4%,-15,4%,1%,0%
COc1ccc(NC(=O)CCCN(C)S(=O)(=O)c2ccc(C)cc2)cc1,1%,25,-4%,0,-1,9%,-5,10%,3%,6%
O=C(NCCN1C(=O)CCC1=O)c1ccncc1,4%,1,-5%,7,2,12%,-8,5%,2%,11%
Cn1c(=O)[nH]c(=O)c2c1nc(N1CCOCC1)n2CC(O)COc1ccc2ccccc2c1 (stereo not given),2%,-3,-2%,-7,1,-2%,3,-1%,-1%,0%
Cc1ccc(N(C)S(=O)(=O)c2ccc3c(c2)CC(C)N3C(=O)C2CC2)cc1 (stereo not given),9%,22,7%,15,5,3%,12,?,-1%,?
COCCNc1nc2sc3c(c2c(=O)n1Cc1ccco1)CCCCC3,-2%,22,5%,1,0,-1%,·,?,0%,-32%
O=C1NC(c2ccccc2)=C(c2ccc3ccccc3n2)C(c2ccncc2)N1 (stereo not given),2%,-1,-5%,1,-1,-1%,12,0%,4%,-24%
